Lipid droplet – hepatic lipid droplet formation modulation. AML12 mouse hepatocytes, oleate lipid droplets, BODIPY imaging. inhibition, % at 6.5 µM. 240,000 tested, 0.4% active. AID 1656;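 active = lipid droplet intensity inhibited by at least 50%, with more than 500 cells counted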
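Technique: fluorescence imaging, 20x objective, two fields per well / Assay system: AML12 hepatocytes (mouse) / Measure: % inhibition of lipid droplet signal / Doses: 6.5 µM single-point dosing / Incubation: overnight exposure / Reagent: 100 µM oleic acid challenge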
SIAH1 antagonists – Siah-1 peptide-binding antagonists, primary screen, biochemical, fluorescence polarization, rhodamine-plectin, uHTS (AID 1817); displacement, % at 20 µM, or IC50 in µM where a hit was titrated; Siah-1 / rhodamine-plectin peptide fluorescence polarization; higher % means a stronger effect; 290,000 tested, 0.02% active;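 active = displacement of at least 50% at 20 µM, with a fluorescence ratio check between 0.3 and a set limit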;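 note: plate controls were Siah plus tracer with DMSO for no effect and tracer alone without Siah for full effect; strong numbers were not always called active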
UTI89 phage lysis – inhibition of K1F phage lysis, E. coli UTI89, bacterial capsule biogenesis inhibitors, alamar blue (AID 488966). E. coli UTI89 K1F phage lysis, alamar blue, 2 h; higher % means a stronger effect. inhibition, % at 100 µM; hits with a dose series show IC50 in µM. 340,000 tested, 0.02% active;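 active = phage lysis inhibition, versus mean bacterial control, above a set limit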;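 note: capsule biogenesis inhibitors block K1F phage lysis so surviving cells raise fluorescence; higher fluorescence means more inhibition of phage lysis; actives were called in the ten point dose series up to 300 µM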
Lipid droplet cells 6.5 µM – also measured in Lipid droplet; calls as there; cell count; measured here: cell count, cytotoxicity flag;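 cells counted across two imaged fields per well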
The depositor's hits bear a star; [ ] = remark or other dose. A portion of the library; count on the stated rates, not on these rows.

The first 5 entries as a preview:
`COc1ccc(OCC(O)CN2CCN(c3ccc(OC)cc3)CC2)cc1` (stereo not given) gave Lipid droplet 7, SIAH1 antagonists -4%, UTI89 phage lysis 0.8%[50 µM] and Lipid droplet cells 6.5 µM 422.
`CCOc1ccc(OCCn2c(=S)[nH]c3ccccc32)cc1` gave Lipid droplet -3, SIAH1 antagonists 1%, UTI89 phage lysis 0.3% and Lipid droplet cells 6.5 µM 854.
For CCOC(=O)C1(CCOc2ccccc2)CCN(Cc2ccc(O)cc2)CC1 the results were Lipid droplet 3, SIAH1 antagonists -2%, UTI89 phage lysis -0.3% and Lipid droplet cells 6.5 µM 800.
For COC(=O)NC1c2ccccc2Oc2ccccc21 the results were Lipid droplet -12, SIAH1 antagonists -4%, UTI89 phage lysis -1.0%[50 µM] and Lipid droplet cells 6.5 µM 704.
O=C(N/N=C/c1cccnc1)c1ccc2ccccc2c1O was read as Lipid droplet -6, SIAH1 antagonists 0%, UTI89 phage lysis 0.5%[50 µM] and Lipid droplet cells 6.5 µM 678.

All compounds of this part, previewed entries included:
`COc1ccc(OCC(O)CN2CCN(c3ccc(OC)cc3)CC2)cc1` (stereo not given) gave Lipid droplet 7, SIAH1 antagonists -4%, UTI89 phage lysis 0.8%[50 µM] and Lipid droplet cells 6.5 µM 422.
`CCOc1ccc(OCCn2c(=S)[nH]c3ccccc32)cc1` gave Lipid droplet -3, SIAH1 antagonists 1%, UTI89 phage lysis 0.3% and Lipid droplet cells 6.5 µM 854.
For CCOC(=O)C1(CCOc2ccccc2)CCN(Cc2ccc(O)cc2)CC1 the results were Lipid droplet 3, SIAH1 antagonists -2%, UTI89 phage lysis -0.3% and Lipid droplet cells 6.5 µM 800.
For COC(=O)NC1c2ccccc2Oc2ccccc21 the results were Lipid droplet -12, SIAH1 antagonists -4%, UTI89 phage lysis -1.0%[50 µM] and Lipid droplet cells 6.5 µM 704.
O=C(N/N=C/c1cccnc1)c1ccc2ccccc2c1O was read as Lipid droplet -6, SIAH1 antagonists 0%, UTI89 phage lysis 0.5%[50 µM] and Lipid droplet cells 6.5 µM 678.
Screening O=C(Nc1ccc(NC(=O)c2cccs2)cc1)c1cccs1 returned Lipid droplet 15, SIAH1 antagonists -2%, UTI89 phage lysis 0.1% and Lipid droplet cells 6.5 µM 777.
`Cn1ncc(Cl)c1C(=O)N1CCN(S(=O)(=O)c2cccs2)CC1` gave Lipid droplet 0, SIAH1 antagonists 9%, UTI89 phage lysis 2.2%[50 µM] and Lipid droplet cells 6.5 µM 680.
`CC(=O)N1c2ccc(S(=O)(=O)N3CCC(C(=O)NC4CCCCC4)CC3)cc2CC1C` (stereo not given) gave Lipid droplet 7, SIAH1 antagonists -3%, UTI89 phage lysis 0.2% and Lipid droplet cells 6.5 µM 719.
`COc1ccc(C(=O)NCCCN=C2NS(=O)(=O)c3ccccc32)cc1` gave Lipid droplet -1, SIAH1 antagonists 8%, UTI89 phage lysis 0.1% and Lipid droplet cells 6.5 µM 792.
For Cc1ccc(CNC(=O)CCSCc2cccc(F)c2)cc1 the results were Lipid droplet -20, SIAH1 antagonists -3%, UTI89 phage lysis -0.1% and Lipid droplet cells 6.5 µM 676.
CCCOc1ccc(C(=O)CCNC(Cc2c[nH]c3ccccc23)C(=O)O)cc1 (stereo not given) was read as Lipid droplet 1, SIAH1 antagonists 4%, UTI89 phage lysis 0.1% and Lipid droplet cells 6.5 µM 795.
For O=c1[nH]cccc1-c1nc2ccccc2n1Cc1ccccc1F the results were Lipid droplet 6, SIAH1 antagonists 0%, UTI89 phage lysis 0.1% and Lipid droplet cells 6.5 µM 808.
`Cc1cc(NC(=O)C(C)SCC(=O)Nc2ccc(SC(F)F)cc2)no1` (stereo not given) gave Lipid droplet 8, SIAH1 antagonists -2%, UTI89 phage lysis 0.9%[50 µM] and Lipid droplet cells 6.5 µM 694.
Cc1ccc2nc(-c3ccc(F)cc3)nc(SCC(=O)NCC3CCCO3)c2c1 (stereo not given) was read as Lipid droplet 26, SIAH1 antagonists -1%, UTI89 phage lysis -0.3% and Lipid droplet cells 6.5 µM 730.
COc1ccc(CNc2ccc3c(c2)nc(C)n3C)cc1OC was read as Lipid droplet -2, SIAH1 antagonists 2%, UTI89 phage lysis 0.5% and Lipid droplet cells 6.5 µM 829.
`O=[N+]([O-])c1ccc(N(CC2CO2)S(=O)(=O)c2ccccc2)cc1` (stereo not given) gave Lipid droplet 18, SIAH1 antagonists -1%, UTI89 phage lysis 0.3% and Lipid droplet cells 6.5 µM 773.
CC(=O)c1ccc(C(=O)Nc2sc3c(c2C(N)=O)CCN(Cc2ccccc2)C3)cc1 was read as Lipid droplet 0, SIAH1 antagonists -2%, UTI89 phage lysis 0.5% and Lipid droplet cells 6.5 µM 765.
Screening O=C(Nc1cccc(NC(=O)c2ccccc2)n1)c1ccccc1 returned Lipid droplet -3, SIAH1 antagonists 7%, UTI89 phage lysis 1.0% and Lipid droplet cells 6.5 µM 794.
For CCC(C)NC(=O)CN(C1CCCCC1)S(=O)(=O)c1ccc(F)cc1 (stereo not given) the results were Lipid droplet -15, SIAH1 antagonists 1%, UTI89 phage lysis 0.2% and Lipid droplet cells 6.5 µM 666.
`CCOC(=O)CC(NC(=O)c1cc2cccc(OC)c2oc1=O)c1ccc(OC)cc1` (stereo not given) gave Lipid droplet 14, SIAH1 antagonists -3%, UTI89 phage lysis 0.1% and Lipid droplet cells 6.5 µM 844.
`COc1ccccc1OCCn1c(=S)[nH]c2ccccc21` gave Lipid droplet 0, SIAH1 antagonists -4%, UTI89 phage lysis 0.1% and Lipid droplet cells 6.5 µM 827.
`CCN1C(=O)[C@H]2[C@@H](c3ccc(C)cc3)N3C(=O)N(c4ccccc4)C(=O)[C@@]3(C)[C@H]2C1=O` gave Lipid droplet 0, SIAH1 antagonists 2%, UTI89 phage lysis 0.8% and Lipid droplet cells 6.5 µM 817.
COc1ccccc1CNC(=O)CC(C)c1ccccc1 (stereo not given) was read as Lipid droplet -1, SIAH1 antagonists 0%, UTI89 phage lysis -0.2% and Lipid droplet cells 6.5 µM 886.
For Cc1ccc(C2=NN(C(=O)c3ccccc3F)C(c3ccccc3F)C2)cc1 (stereo not given) the results were Lipid droplet 4, SIAH1 antagonists 4%, UTI89 phage lysis -0.2% and Lipid droplet cells 6.5 µM 794.
Cn1ccsc1=NC(=O)c1ccc(OC(F)(F)F)cc1 was read as Lipid droplet 6, SIAH1 antagonists 3%, UTI89 phage lysis 0.2% and Lipid droplet cells 6.5 µM 833.
COc1ccc(C)cc1N(CC(=O)NC1CCCC1)C(=O)CCC(=O)Nc1nc(C)cs1 was read as Lipid droplet -46, SIAH1 antagonists 5%, UTI89 phage lysis -0.2% and Lipid droplet cells 6.5 µM 779.
Screening CC(=O)Nc1ccc(NC(=O)COc2cc(O)c3c(c2)OC(C)(C)CC3=O)cc1 returned Lipid droplet -2, SIAH1 antagonists -2%, UTI89 phage lysis 5.5% and Lipid droplet cells 6.5 µM 761.
Screening COc1ccc(NC(=O)CCS(=O)(=O)c2ccc3c(c2)CCN3C(C)=O)cc1 returned Lipid droplet -35, SIAH1 antagonists 0%, UTI89 phage lysis 1.0% and Lipid droplet cells 6.5 µM 663.
O=C(Cc1ccc(F)cc1)OCN1C(=O)c2ccccc2C1=O was read as Lipid droplet 15, SIAH1 antagonists 12%, UTI89 phage lysis 0.0% and Lipid droplet cells 6.5 µM 632.
CCCN(CC(=O)Nc1ccccc1OC)C(=O)c1ccc(=O)[nH]c1 was read as Lipid droplet 6, SIAH1 antagonists 11%, UTI89 phage lysis 0.1% and Lipid droplet cells 6.5 µM 806.
COc1ccc(OC)c(NC(=O)NNC(=O)COc2ccc(-c3ccccc3)cc2)c1 was read as Lipid droplet 0, SIAH1 antagonists 1%, UTI89 phage lysis -0.4%[50 µM] and Lipid droplet cells 6.5 µM 829.
CCOc1ccc(CCNC(=O)Cn2ncn3nc(-c4ccc(OC)cc4)cc3c2=O)cc1OCC was read as Lipid droplet 85*, SIAH1 antagonists 3%, UTI89 phage lysis 0.7% and Lipid droplet cells 6.5 µM 735*.
Screening CC(=O)Nc1ccc(S(=O)(=O)NNC(=O)C2CCCCC2)cc1 returned Lipid droplet 12, SIAH1 antagonists 5%, UTI89 phage lysis 1.8%[50 µM] and Lipid droplet cells 6.5 µM 681.
Cc1cccc(NC(=O)NC2(C)CCS(=O)(=O)C2)c1 (stereo not given) was read as Lipid droplet -1, SIAH1 antagonists -2%, UTI89 phage lysis 0.5% and Lipid droplet cells 6.5 µM 845.
For CCc1ccc(N(C(=O)c2snc(C(N)=O)c2N)C(C(=O)NC2CCCC2)c2ccco2)cc1 (stereo not given) the results were Lipid droplet -1, SIAH1 antagonists 5%, UTI89 phage lysis -0.1% and Lipid droplet cells 6.5 µM 744.
CCOc1ccccc1N(C(=O)c1snc(C(N)=O)c1N)C(C(=O)NC1CCCC1)c1cccs1 (stereo not given) was read as Lipid droplet -10, SIAH1 antagonists 12%, UTI89 phage lysis 0.4% and Lipid droplet cells 6.5 µM 792.
Cc1nc2sccn2c(=O)c1S(=O)(=O)NCC1CCN(Cc2ccccc2Cl)CC1 was read as Lipid droplet -55, SIAH1 antagonists -7%, UTI89 phage lysis 0.1% and Lipid droplet cells 6.5 µM 670.
Screening CC(C)(C)N1C(=O)[C@H]2[C@@H](c3ccc(Br)cc3)N3C(=O)N(c4ccccc4)C(=O)[C@@]3(C)[C@H]2C1=O returned Lipid droplet -2, SIAH1 antagonists 7%, UTI89 phage lysis 3.2% and Lipid droplet cells 6.5 µM 815.
CC(C)c1nnc(NC(=O)C2CC(=O)N(CCc3ccc(F)cc3)C2)s1 (stereo not given) was read as Lipid droplet -6, SIAH1 antagonists 2%, UTI89 phage lysis -0.3% and Lipid droplet cells 6.5 µM 731.
Screening CCOC(=O)C1=C(c2ccccc2)NC(=O)NC1c1cc(OC)c(OC)cc1OC (stereo not given) returned Lipid droplet -7, SIAH1 antagonists 3%, UTI89 phage lysis 1.2%[50 µM] and Lipid droplet cells 6.5 µM 717.
Screening CC1=NN(C(=O)c2ccccc2Cl)C(O)(c2ccccc2)C1 (stereo not given) returned Lipid droplet 1, SIAH1 antagonists -3%, UTI89 phage lysis 0.2% and Lipid droplet cells 6.5 µM 836.
For O=C(C1CCCN(S(=O)(=O)c2ccc(F)cc2)C1)N1CCCCCC1 (stereo not given) the results were Lipid droplet 0, SIAH1 antagonists -3%, UTI89 phage lysis 1.9%[50 µM] and Lipid droplet cells 6.5 µM 829.
Screening COc1ccc(Cl)cc1NC(=O)c1nnn(CC(=O)Nc2ccc(C)c(C)c2)c1N returned Lipid droplet -1, SIAH1 antagonists -1%, UTI89 phage lysis 0.5% and Lipid droplet cells 6.5 µM 712.
CCN(c1ccc(OC)cc1)S(=O)(=O)N1CCCC(C(=O)NCc2ccccc2Br)C1 (stereo not given) was read as Lipid droplet -16, SIAH1 antagonists -2%, UTI89 phage lysis 0.7% and Lipid droplet cells 6.5 µM 681.
For Cc1ccccc1NC(=O)Cc1nc(COC(=O)c2cccc(C)c2O)cs1 the results were Lipid droplet 18, SIAH1 antagonists 14%, UTI89 phage lysis 0.6%[50 µM] and Lipid droplet cells 6.5 µM 724.
COc1ccc(N2CCN(Cc3csc(C)c3-c3ccc(C)cc3)CC2)cc1 was read as Lipid droplet 11, SIAH1 antagonists 4%, UTI89 phage lysis 0.4% and Lipid droplet cells 6.5 µM 817.
O=S(=O)(Nc1ccc(Br)cn1)c1ccc2ccccc2c1 was read as Lipid droplet 2, SIAH1 antagonists 6%, UTI89 phage lysis 0.1% and Lipid droplet cells 6.5 µM 791.
Screening O=C(NC1CCCC1)C(c1ccncc1)N(C(=O)Cn1nnc(-c2ccccc2F)n1)c1cccc(F)c1 (stereo not given) returned Lipid droplet 0, SIAH1 antagonists -1%, UTI89 phage lysis 0.3% and Lipid droplet cells 6.5 µM 843.
`CCC(C(=O)N1CCN(Cc2ccc3c(c2)OCO3)CC1)n1c(=O)[nH]c2ccccc2c1=O` (stereo not given) gave Lipid droplet -28, SIAH1 antagonists 2%, UTI89 phage lysis -0.2% and Lipid droplet cells 6.5 µM 683.
O=C(Nc1cccc(OC(=O)c2ccc(Br)o2)c1)c1ccccc1 was read as Lipid droplet -11, SIAH1 antagonists 8%, UTI89 phage lysis 0.6%[50 µM] and Lipid droplet cells 6.5 µM 623.
COc1ccc(-n2ncc3c2CC(C)(C)CC3NC(=O)c2cnc(C)cn2)cc1 (stereo not given) was read as Lipid droplet 8, SIAH1 antagonists 12%, UTI89 phage lysis -0.1% and Lipid droplet cells 6.5 µM 722.
COc1cccc(-c2nc(CS(=O)(=O)CC(=O)Nc3ccc(F)cc3F)c(C)o2)c1 was read as Lipid droplet -6, SIAH1 antagonists 10%, UTI89 phage lysis 0.1% and Lipid droplet cells 6.5 µM 759.
`Cc1cccc(C(=O)NCCc2nnc(SCC(=O)Nc3cccc(C(=O)O)c3)n2C)c1` gave Lipid droplet 22, SIAH1 antagonists -3%, UTI89 phage lysis 1.4%[50 µM] and Lipid droplet cells 6.5 µM 632.

Screening data deposited in PubChem BioAssay by several laboratories.
